Screening data: PubChem BioAssay, several laboratories
ASAP1 GAP inh – blocks human ASAP1-stimulated Arf1 GTP hydrolysis; GDP FP detection; inhibition, % at 16.5 µM; 360,000 compounds, 0.19% hits; in the data active = inhibition above about 25%;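 also: 0% = vehicle with enzyme and substrate and 100% = no enzyme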
Rev-erbA mod – Rev-erb alpha (human) modulation. Rev-erbα–FITC-DNA binding, fluorescence polarization, 90 min. activity, % at 10 µM. 370,000 compounds, 0.79% hits;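 active = activity above about 14%, limit read from the data; passing the limit was not always enough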;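 also: 0% = DMSO wells with 35 nM protein and 100% = DMSO wells with 750 nM protein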
Target sequence (P20393 whole entry, looked up): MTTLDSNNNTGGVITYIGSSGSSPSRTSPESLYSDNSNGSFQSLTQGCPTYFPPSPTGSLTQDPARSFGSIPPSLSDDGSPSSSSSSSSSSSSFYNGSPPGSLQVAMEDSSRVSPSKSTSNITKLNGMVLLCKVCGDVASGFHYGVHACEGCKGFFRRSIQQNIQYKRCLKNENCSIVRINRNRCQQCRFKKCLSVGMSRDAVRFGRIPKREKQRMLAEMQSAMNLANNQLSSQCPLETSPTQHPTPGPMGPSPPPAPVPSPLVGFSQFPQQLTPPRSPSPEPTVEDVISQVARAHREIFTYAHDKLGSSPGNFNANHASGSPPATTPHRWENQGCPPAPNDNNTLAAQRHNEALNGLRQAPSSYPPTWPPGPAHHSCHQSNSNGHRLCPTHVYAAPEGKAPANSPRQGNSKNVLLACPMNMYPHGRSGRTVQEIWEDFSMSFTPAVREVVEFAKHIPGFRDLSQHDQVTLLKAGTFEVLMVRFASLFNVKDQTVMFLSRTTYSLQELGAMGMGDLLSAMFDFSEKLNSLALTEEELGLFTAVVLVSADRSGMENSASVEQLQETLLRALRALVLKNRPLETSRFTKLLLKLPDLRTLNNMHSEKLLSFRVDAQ
UHRF1 MBD2 ctr – human UHRF1 methylated DNA binding inhibitors | UHRF1 binding to methylated oligo, TR-FRET | Q96T88 | 370,000 compounds, 0.75% hits | inhibition, % at 4.4 µM; in the data active = inhibition above about 21%;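 also: UHRF1 SRA domain binding a hemimethylated CpG hairpin DNA probe; 0% = median of test compound wells and 100% = reference inhibitor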
proKLK7 act – proKLK7 (human) activation, primary screen. 370,000 compounds, 0.9% hits. AID 652039. activation, % at 7 µM. P49862. purified proKLK7, EDANS-DABCYL substrate fluorescence; 100% is mature enzyme control, 0% vehicle;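 active = activation above the mean of all tested compounds plus 3 SD, computed per campaign excluding outliers beyond control limits, cut at about 13% in these data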
Target sequence (P49862 whole entry, looked up): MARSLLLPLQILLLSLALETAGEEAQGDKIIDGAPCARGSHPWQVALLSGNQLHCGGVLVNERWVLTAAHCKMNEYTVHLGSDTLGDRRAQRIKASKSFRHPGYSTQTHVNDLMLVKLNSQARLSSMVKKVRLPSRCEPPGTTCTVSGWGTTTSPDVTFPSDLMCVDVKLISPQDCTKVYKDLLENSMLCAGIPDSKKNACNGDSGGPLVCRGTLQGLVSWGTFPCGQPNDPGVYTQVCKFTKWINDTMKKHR
DDE Tn6 FP inh – disrupts Tn6 cyclic peptide binding to fibrin D-Dimer-E complex; Fibrin DD(E) TRITC-Tn6 fluorescence polarization displacement; 370,000 compounds, 0.21% hits; inhibition, % at 8.3 µM; P02675;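 active = inhibition above a per-campaign cutoff: mean of compounds within control limits plus 3 SD, cut at about 15% in these data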;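 also: 0% = median of all compound wells on the plate and 100% = blocking peptide control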
sPLA2-III inh – Blocks human group III sPLA2 activity. QFRET BODIPY PC-A2 liposome hydrolysis, fluorescence. inhibition, % at 12.2 µM. 370,000 compounds, 0.56% hits. AID 743126;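 active = inhibition above mean plus 3 SD of compounds lying within the high and low control bounds, cut at about 19% in these data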;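 also: 0% = median of test compound wells and 100% = no enzyme DMSO wells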
PLCb3 inh – PLC-beta3 (human) inhibition, primary screen; Q01970; Purified PLC-beta3, fluorogenic substrate, fluorescence; inhibition, % at 12.2 µM; 370,000 compounds, 0.18% hits; AID 720704; in the data active = inhibition above about 11%;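 also: 0% = median of compound wells on plate and 100% = full blocker control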
ARFGAP1 inhibitor – inhibitors of rat ARFGAP1. Q62848. inhibition, % at 16.5 µM. 360,000 compounds, 0.26% hits. Arfgap1-stimulated ARF1 GTP hydrolysis, GDP FP detection;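 active = inhibition above a per-plate limit, mean inhibition of low control wells plus 3 SD, cut at about 25% in these data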;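 also: 0% = DMSO wells with enzyme and 100% = wells lacking Arfgap1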
Target sequence (Q62848 1-136 limits assumed): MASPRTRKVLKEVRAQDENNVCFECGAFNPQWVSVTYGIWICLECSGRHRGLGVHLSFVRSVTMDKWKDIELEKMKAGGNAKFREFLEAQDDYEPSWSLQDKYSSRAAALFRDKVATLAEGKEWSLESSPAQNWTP
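Repeats: one replicate per compound; assay system: rat Arfgap1 catalytic domain, aa 1-136; times: enzyme reaction 120 min at 25 °C after 20 min preincubation; detection: FP of antibody-bound GDP Alexa 633 tracer, ex 620/em 688 nm; benchmarks: high control wells lacking Arfgap1, low control full reaction with DMSO; reagent: human ARF1(Δ1-17)-GTP substrate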
Tn7 DDE FP – DD(E)-Tn7 binding inhibition, primary FP screen | P02675 | FP displacement of FITC-Tn7 peptide from fibrin DD(E); 0% = median of compound wells per plate | inhibition, % at 8.3 µM | 370,000 compounds, 0.13% hits | AID 720508;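 active = inhibition above the mean of compounds falling within the control limits plus 3 SD of them, cut at about 14% in these data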;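 also: 0% = plate median of compound wells and 100% = 10 µM Aha-Tn7 peptide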
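System: human fibrin DD(E); quantity: Fibrin-DD(E) at 2 µM final; also added: fluorescent Tn7 probe at 0.1 µM; compound dosing: single nominal test concentration of 8.3 µM per compound; schedule: 10 min preincubation, 3 h with tracer, room temperature; detection: fluorescence polarization of the labelled Tn7 tracer; repeats: one replicate per compound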
PLCg1 inh – inhibitors of human phospholipase C gamma1 | inhibition, % at 12.2 µM | 370,000 compounds, 0.84% hits | P19174 | purified PLC-gamma1, fluorogenic substrate, fluorescence; in the data active = inhibition above about 9.5%
The depositor's hits bear a star. Rows were taken by chance; overall some 4.5% were active at least once.

molecule	PLCb3 inh	PLCg1 inh	Rev-erbA mod	proKLK7 act	UHRF1 MBD2 ctr	sPLA2-III inh	DDE Tn6 FP inh	ASAP1 GAP inh	ARFGAP1 inhibitor	Tn7 DDE FP
CN(C(=O)c1ccc(NC(=O)Cc2cccc(NC(=O)C3CCN(C(=O)C4CCCC4)CC3)c2)cc1)C1CC1	5	-1	-9	0.3	-2	-6	0	0	3	5
CCOCCn1cnc2sc(C(=O)NCC(=O)OCC)c(C)c2c1=O	2	1	-5	0.0	-2	11	5	-2	-7	-3
Cc1ccc(/C=C(/NC(=O)c2ccccc2)C(=O)NC(Cc2c[nH]c3ccccc23)C(=O)O)cc1 (stereo not drawn)	-19	-9	-5	0.1	-2	-77	-10	15	0	1
O=C(Nc1nc2ccccc2s1)C1CC(=O)N(c2ccc(F)cc2)C1 (stereo not drawn)	0	1	2	-0.7	0	-11	-2	15	6	-6
O=C(O)c1cccc(NC(=O)c2ccccc2NC(=O)c2ccccc2F)c1	0	4	-1	0.4	-3	-12	-4	1	-11	-3
O=C(Nc1cc(C(F)(F)F)ccc1N1CCOCC1)c1c(F)c(F)c(F)c(F)c1F	1	-2	3	-0.1	0	5	2	9	-8	0
COc1ccc(C(=O)Nc2ccccc2C(=O)N2CCCCC2C)cc1 (stereo not drawn)	-2	1	0	-0.2	0	6	-1	7	-13	5
Cc1cccc(OCC(=O)NCCCNC(=O)c2cccnc2)c1	2	1	0	-0.5	-1	1	2	-10	-17	-5
Cc1[nH]c2ccccc2c1-c1nc(N)sc1C	-6	-4	-4	-0.4	-3	5	3	5	-2	-2
COCCSc1ccccc1C(=O)Nc1ccc2c(c1)OCO2	3	4	1	-0.7	2	1	3	-7	-5	-2
O=C(c1ccco1)N1CCN(C(=O)C2CC2)CC1	-1	0	-2	0.1	0	-1	-3	-3	6	-2
COc1ccccc1NC(=O)C(=O)NCCC1CCCCN1S(=O)(=O)c1ccc(F)cc1 (stereo not drawn)	-5	-4	2	0.0	-1	-1	-2	-10	5	-3
O=S(=O)(N/N=C\c1ccc2c(c1)OCO2)c1ccccc1	-5	4	0	-0.8	3	-1	3	-12	7	3
O=C(N/N=C/c1cc([N+](=O)[O-])ccc1O)c1ccncc1	-5	1	-2	0.5	0	7	-3	-4	6	-1
CCOC(=O)C1CCN(S(=O)(=O)c2ccc(C)c(C(=O)NC3CCCCC3)c2)CC1	-3	-2	6	-0.5	1	0	-1	7	9	-12
CCOC(=O)C1(Cc2ccccc2)CCN(Cc2cccc3c2OCO3)CC1	1	-2	-4	0.3	0	-4	4	-15	1	8
O=C(Nc1cccn2ncnc12)C(F)(F)F	-3	-1	-2	-0.6	1	5	1	-1	-4	-1
COc1ccc(CNC(=O)COC(=O)CCCOc2ccc(Cl)cc2Cl)cc1OC	1	-3	0	0.5	-2	-2	-3	10	-1	6
COc1cccc(C(=O)NCC2CCCN2S(=O)(=O)c2cccs2)c1 (stereo not drawn)	-4	-2	-5	0.5	15	-6	-1	-2	-3	0
COC(=O)c1sc(NC(=S)NC(=O)c2cc(OC)c(OC)c(OC)c2)nc1C	-4	-4	57*	-0.1	1	-1	2	-7	3	0

Looked up above:
For sPLA2-III inh, COC(=O)c1sc(NC(=S)NC(=O)c2cc(OC)c(OC)c(OC)c2)nc1C has the entry -1
For Rev-erbA mod, O=C(c1ccco1)N1CCN(C(=O)C2CC2)CC1 has the entry -2
For DDE Tn6 FP inh, O=C(N/N=C/c1cc([N+](=O)[O-])ccc1O)c1ccncc1 has the entry -3

More entries follow.
molecule	PLCb3 inh	PLCg1 inh	Rev-erbA mod	proKLK7 act	UHRF1 MBD2 ctr	sPLA2-III inh	DDE Tn6 FP inh	ASAP1 GAP inh	ARFGAP1 inhibitor	Tn7 DDE FP
O=C(NCCC1=CCCCC1)C1CCC(=O)N(Cc2cccc(C(F)(F)F)c2)C1 (stereo not drawn)	-8	-1	-7	-0.2	1	-5	7	-3	-8	3
COc1ccc(N2C(=O)c3cccc4cccc(c34)C2=O)cc1	-4	3	28*	0.3	-3	1	1	10	13	-3
CCc1ccc(NS(=O)(=O)c2ccc3c(c2)oc(=O)n3C)cc1	-5	2	1	0.3	-1	-11	-3	1	-3	0
Cc1ccc(S(=O)(=O)N2CCN(C(=O)c3ccco3)CC2)c(C)c1	4	0	-4	0.2	0	0	3	3	1	-1
COC(=O)c1ccc(CNS(=O)(=O)c2ccc3ccccc3c2)cc1	-8	-3	8	0.1	0	-14	-4	-8	-4	6
O=C1CN(C(=O)C2CCC(=O)N(CCc3ccc(Cl)cc3)C2)CCN1 (stereo not drawn)	-5	-2	-3	-0.3	1	5	2	-14	-3	-2
CCOC(=O)CSc1nnc(CNC(=O)c2ccco2)n1-c1ccc(F)cc1	-2	0	3	0.1	1	0	-2	7	-7	-4
COc1cc(Cn2c3ccc(NC(=O)CC(C)c4ccccc4)cc3c(=O)n2C)ccc1F (stereo not drawn)	-292	-238	-6	2.6	0	-9	-4	-1	3	-4
COc1cc(-c2nnc3sc(-c4ccco4)nn23)cc(OC)c1OC	-5	-6	4	0.1	2	1	5	-9	-9	5
O=[N+]([O-])c1cc(S(=O)(=O)N2CCCC2)ccc1OCCOc1ccccc1	-6	8	9	0.1	3	-35	-7	4	5	2
CCOC(=O)c1c(NC(=O)C(Sc2ccccc2)c2ccccc2)sc(C(N)=O)c1C (stereo not drawn)	-3	-1	0	-0.2	5	-4	-7	8	-4	-2
CC(C)C[C@H]1CN([C@@H](Cc2ccccc2)CN2CCC[C@@H]2CN2C(=O)C(=O)NC[C@@H]2Cc2ccc(O)cc2)C(=O)C(=O)N1CC1CCCCCC1	0	2	-2	0.0	1	0	-5	11	6	-2
COC(=O)c1c(NC(=O)CN2C(=O)c3ccccc3C2=O)sc(Cc2ccc3c(c2)OCO3)c1C	3	-1	2	0.0	-3	-8	7	-7	7	4
CC1CCCC(C)N1CCCNC(=O)Cn1ncc2c([nH]c3ccccc32)c1=O (stereo not drawn)	-7	-7	6	0.0	-1	6	9	-4	1	-5
NNc1ccc(Cl)nn1	-7	5	-7	-0.4	-2	0	-6	-4	2	0
COc1ccc(C(=O)Nc2nc3cc4c(cc3s2)OCCO4)c(OC)c1	-133	-81	-12	-0.9	-2	3	-1	3	-7	-4
Cc1cc(Cl)nc(Cl)c1C(=O)N1CCOCC1	-3	3	3	0.9	-2	-3	1	4	1	1
Cc1ccc(S(=O)(=O)Nc2c(C)ccc3nsnc23)cc1	-10	-10	4	-0.2	2	-4	4	5	2	2
CCC1(C)CC2(CCCN(CCC(O)(c3ccccc3)c3ccccc3)C2)CCO1 (stereo not drawn)	-8	3	9	2.1	8	-4	-4	-2	-2	-8
Nc1ccc[n+](Cc2ccccn2)c1	-31	-24	1	1.4	-3	0	-9	-1	5	-6
O=C(NCCCCCNC(=O)c1cccnc1)c1cccnc1	4	3	1	0.3	0	-5	-7	-2	-6	-2
Cc1ccc(CN(C)C(=O)CC2C(=O)NCCN2CC2CCCCC2)cc1 (stereo not drawn)	-14	-11	4	0.2	-1	1	6	-8	-4	3
C/C(=N/NC(=O)CNC(=O)C1COc2ccccc2O1)c1cccc(O)c1 (stereo not drawn)	-6	-2	9	0.1	0	2	-2	8	13	-1
CCCc1nc2c(=O)n(C)c(=O)[nH]c2n1C	-6	-3	-9	-0.2	0	6	2	1	-1	2
Cc1ncc(CN2CCCC(C(=O)Nc3ccc(-c4cccc(F)c4)cc3)C2)n1C (stereo not drawn)	2	9	1	0.1	-4	-22	-1	-4	14	1
Cc1ccc(OCc2cc(C(=O)N3CCC(C(O)C(C)C)CC3)no2)cc1C (stereo not drawn)	-2	5	1	0.1	6	-20	3	2	0	-8
COc1ccc(OCC(=O)OC2CCN(C)CC2)cc1	1	0	-3	-0.1	-1	-3	1	3	-8	1
COc1ccc(CCNC(=O)COC(=O)C2=NNC(=O)CC2)cc1	2	0	0	0.0	1	-6	5	-1	-9	3
O=C(CCN1C(=O)/C(=C/c2ccccc2)SC1=S)NNC(=O)c1ccncc1	-1	0	-4	-0.1	3	4	4	10	13	-1
COc1ccc(C(=O)CNc2cccc(F)c2)cc1	2	0	-3	0.0	-2	1	6	-1	-3	-7
CC(=O)Nc1cnc(NC(=O)c2cccc(F)c2)cc1C	11*	7	5	-0.2	5	13	2	-3	-3	10
COc1cccc(-n2cc(CN(C)Cc3nc(Cc4ccccc4)no3)cn2)c1	-3	0	-6	0.0	2	-2	-3	3	15	-4
COc1ccc(Cc2n[nH]c(=S)n2-c2cc(C)ccc2C)cc1OC	3	-1	1	0.6	-2	0	-5	8	-5	2
CC(=O)c1ccc(OCc2cc(C(=O)N(C)CCN3CCOCC3)no2)cc1	-5	-3	-4	0.6	0	-2	0	-16	2	-6
CCn1c(SCC(=O)NCc2ccco2)nc2c(c1=O)SC(C)C2 (stereo not drawn)	-13	-1	-2	0.2	0	-2	1	2	2	-1
CCCS(=O)(=O)NC(=O)C1(C)CCCN(C(=O)c2oc3ccccc3c2C)C1 (stereo not drawn)	-4	-6	-1	-0.4	-1	-4	3	17	-6	-6
O=[N+]([O-])c1cc(Cl)cc(/C=N\Nc2ccccn2)c1O	1	1	13	-0.4	-4	-1	4	-1	-7	3
COC(=O)c1nnn(CC(=O)NC(=O)Nc2ccccc2F)c1C(=O)OC	-6	-1	0	0.6	0	-19	-5	5	15	2
CC(C)(CC(=O)O)CC(=O)NNc1ncccc1C#N	-12	-3	3	0.4	-2	12	-5	-20	2	-1
COc1ccc(CC(=O)OCC(=O)N2CCN(S(=O)(=O)c3ccc(C)cc3C)CC2)cc1	-3	0	7	-0.2	0	-8	-11	6	3	1
Cc1ccc(OCC(=O)N2CCN(C(=O)c3cccnc3)CC2)cc1	4	0	1	-0.3	-2	2	1	-2	2	-6
CCOC(=O)COc1nc(-c2ccc(Cl)cc2)cc(-c2ccco2)c1C#N	-2	6	2	-0.8	4	8	-5	6	-3	-3
O=[N+]([O-])c1cccc(C(=Nc2ccc(Cl)cc2)NO)c1	7	8	-2	1.0	1	-34	0	2	-4	-2
COc1cc(O)c(C(C)=O)c(CC(=O)O)c1	-6	-4	-14	-0.4	28*	-4	5	-4	6	9
COc1ccc(CCN(C)C(=O)CSc2nnnn2C)cc1OC	1	0	-4	0.7	1	-3	3	7	2	-5
CSc1ccc(/C=N/Nc2ccc(Cl)c(C(=O)O)c2)cc1	-19	-6	-9	0.2	0	-10	-10	-1	-2	-5
